Compound activity (PubChem)
14-3-3 PPI: 14-3-3 gamma protein interaction modulation; P61981; FP, 14-3-3gamma / TMR-pS259-Raf peptide binding; inhibition, % at 40 µM; actives 0.19% (n = 160,000); AID 422; in the data active = inhibition above about 30%;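 note: 0% = protein plus tracer without compound and 100% = blank with tracer alone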
Target sequence (P61981 whole entry, looked up): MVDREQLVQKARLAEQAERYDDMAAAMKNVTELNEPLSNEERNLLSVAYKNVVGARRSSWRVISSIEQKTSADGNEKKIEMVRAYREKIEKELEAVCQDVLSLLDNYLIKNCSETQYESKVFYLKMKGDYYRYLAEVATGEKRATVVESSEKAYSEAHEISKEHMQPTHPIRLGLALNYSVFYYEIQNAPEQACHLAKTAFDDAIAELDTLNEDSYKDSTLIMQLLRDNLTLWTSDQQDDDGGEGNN
* hit, by the source's call; ! = not active in a repeat. Some of the compounds tested; count on the stated rates, not on these rows.

14-3-3 PPI | canonical_smiles
-6 | O=C(Cc1cccs1)N1CCCC(c2nc(-c3ccc(S(=O)(=O)N4CCCC4)cc3)no2)C1 (stereo unspecified)
-8 | COC(=O)C1=C(NC(=O)c2ccc(C)c(C)c2)CCS1
4 | Cc1ccc(N2C(=O)c3ccc(C(=O)OCC(=O)c4ccccc4)cc3C2=O)cc1C
-26 | CCN(CC)c1ccc(C2C(C(=O)N3CCCCC3)=C(C)NC3=C2C(=O)CC(C)(C)C3)cc1 (stereo unspecified)
1 | Cn1c(=O)[nH]c(=O)c2c1nc(CN1CCN(c3ccc(F)cc3)CC1)n2CCCc1ccccc1
-6 | O=C1OCCC1Sc1nnc(-c2ccc3c(c2)OCO3)n1-c1ccccc1 (stereo unspecified)
-16 | CCOc1ccc(N(CC(=O)NCCCOC)S(C)(=O)=O)cc1
-9 | CCNC(=O)Nc1cc2nc(C)n(Cc3ccc(Br)cc3)c2nc1C
11 | COCCNC(=O)c1ccc(N(C)S(=O)(=O)c2ccc(OC)c(OC)c2)cc1
-11 | CCOc1ccccc1N=C1NC(=O)CS1
-16 | CCOC(=O)CNC(=O)c1sc2ncn(CC(=O)N3CCC(C)CC3)c(=O)c2c1C
10 | Cc1c(NC(=O)c2ccccc2)cc(C(C)C)c(O)c1S(=O)(=O)c1ccccc1
-14 | Cc1cc(C)c2[nH]c(=O)c(C(c3nnnn3CC3CCCO3)N3CCC(C)CC3)cc2c1 (stereo unspecified)
-8 | COC(=O)CCC(=O)Nc1ccc(S(=O)(=O)N2CCCCCC2)cc1
-1 | Cc1ccccc1Nc1c(-c2ccccn2)nc2cccc(C)n12
-8 | Cc1cc(C)nc(NS(=O)(=O)c2cccs2)c1
-22 | CCOc1ccccc1Nc1nnc(-c2cc3ccc(O)cc3oc2=O)s1
-4 | COC(=O)C1=C(C)NC2=C(C(=O)CC(C)(C)C2)C1c1cc(OC)c(OC)cc1Br (stereo unspecified)
9 | Fc1ccccc1C=C1CCCC2=C1Nc1ncnn1C2c1ccccc1F (stereo unspecified)
-5 | CN(C)c1ccc(-c2c3c(nn2-c2ccccc2)CC(C)(C)CC3=O)cc1
-3 | CCOC(=O)C1=C(C(=O)OCC)SC(=C2C(=S)C(C)(C)N(C(=O)CC(C)C)c3cc(C)ccc32)S1
-6 | Cn1c(=O)c2c(nc(SCC(=O)c3ccccc3)n2CCCc2ccccc2)n(C)c1=O
-5 | Cc1cc(=O)oc2ccc(OC(=O)CN3C(=O)c4cccc([N+](=O)[O-])c4C3=O)cc12
0 | Cc1ccc(F)c(NC(=O)C2CC(=O)N(c3ccc(Cl)cc3)C2)c1 (stereo unspecified)
0 | CCCCOCCCNC(=O)c1ccccc1OCC
-22 | CCOC(=O)C1=C(C)NC2=C(C(=O)CC(C)(C)C2)C1c1ccc(OC)c(OC)c1OC (stereo unspecified)
5 | Cc1cc2ccccc2n1CCNC(=O)C(C)Oc1ccccc1 (stereo unspecified)
-3 | COc1cc(C2C(C(=O)OC3CCCCCC3)=C(C)NC3=C2C(=O)CC(C)(C)C3)cc([N+](=O)[O-])c1O (stereo unspecified)
-10 | COc1cc2nc(SCC(=O)Nc3cc(C(F)(F)F)ccc3Cl)n3nc(C)nc3c2cc1OC
-34 | N#Cc1c(N)nc(CCc2ccccc2)c(C#N)c1N

A different layout for some results above:
O=C1OCCC1Sc1nnc(-c2ccc3c(c2)OCO3)n1-c1ccccc1 (stereo unspecified)
  14-3-3 PPI = -6
CCOc1ccc(N(CC(=O)NCCCOC)S(C)(=O)=O)cc1
  14-3-3 PPI = -16

Continuation.
14-3-3 PPI | canonical_smiles
-3 | Cc1ccc(-c2ccc(=O)n(CC(=O)NCc3cccs3)n2)cc1
-10 | CC(CC1C(C#N)=C(N)SC(N)=C1C#N)c1ccccc1 (stereo unspecified)
3 | O=[N+]([O-])c1ccc(N2CCCCC2)cc1NCCc1ccccc1
-9 | O=C(c1cn(CCOc2ccccc2F)c2ccccc12)C(F)(F)F
-4 | Cc1ccc(Cl)cc1N1CCN(Cc2nc3c(c(=O)[nH]c(=O)n3C)n2CCc2ccccc2)CC1
-3 | Cc1ccc(NC(=O)CCCn2nc([N+](=O)[O-])c(Br)c2C)cc1
-25 | CCOC(=O)C1=C(C)N=C2SCC(=O)N2C1c1ccc(F)cc1 (stereo unspecified)
-7 | O=C(CC1COc2ccccc2O1)NCc1ccccc1 (stereo unspecified)
6 | COC(=O)c1sccc1NC(=O)CN1CCN(c2ccc(F)cc2)CC1
-7 | CCOc1cccc(N2C(=O)CC(N(CCc3ccc(OC)c(OC)c3)C(=O)CC)C2=O)c1 (stereo unspecified)
-7 | Cc1cc(C)n(-c2c(F)c(F)c(CN3CCCCC3)c(F)c2F)n1
4 | CCOc1ccc(-n2ccnc2SCC(=O)Nc2cc(C)ccc2C)cc1
-3 | COc1ccc(OC)c(NC(=O)c2oc(=O)c3ccccc3c2-c2ccc(C)cc2)c1
-6 | CCN1C(=O)CC(C(=O)Nc2ccccc2)SC1=Nc1ccc(OC(F)(F)Cl)cc1 (stereo unspecified)
-4 | CC(=O)N1CCC(N(C(=O)Nc2ccc(Cl)cc2)C2CCCCC2)CC1
-8 | CCC(=O)N1CCCc2cc(S(=O)(=O)N3CCN(c4ccccn4)CC3)ccc21
-5 | CCOc1ccc(NC(=O)CC2Sc3ccc(C(F)(F)F)cc3NC2=O)c([N+](=O)[O-])c1 (stereo unspecified)
3 | C=CCOC(=O)C1=C(C)Nc2ncnn2C1c1ccccc1OC (stereo unspecified)
2 | OCCN1CCN(C(=S)c2ccc(Cl)cc2)CC1
5 | O=C(c1cccs1)N1CCN(S(=O)(=O)c2cccc([N+](=O)[O-])c2)CC1
4 | Cc1cccn2c(=O)c3cc(C(=O)N4CCN(C(c5ccccc5)c5ccccc5)CC4)sc3nc12
-5 | COC(=O)c1cc(Br)c(=O)n(-c2cc(C)on2)c1
9 | CS(=O)(=O)c1ccc2nc(NC(=O)CN3CCCCCC3)sc2c1
-4 | CCOc1ccc(C(O)(CCN2CCCCC2)C(C)C)cc1 (stereo unspecified)
-8 | COc1ccc(C2C3=C(CCCC3=O)Nc3nc(SC)nn32)cc1Br (stereo unspecified)
-4 | COc1ccc(C(=O)Nc2c3c(nn2-c2ccc(C)cc2)CS(=O)(=O)C3)cc1OC
-2 | CC1CC(Nc2ccccc2)c2ccccc2N1C(=O)COc1ccc(Cl)cc1 (stereo unspecified)
-10 | CCOc1ccc(C2C3=C(CCCC3=O)Nc3nc(C(F)(F)F)nn32)cc1OC (stereo unspecified)
-2 | COC(=O)c1c(NC(=O)c2c(C)noc2C)sc2c1CCCCCC2
-57 | O=C(NCCc1c[nH]c2ccccc12)C1(c2ccccc2)CCCC1
-3 | COc1ccccc1C(=O)NC(=Nc1nc2ccccc2o1)NC(=O)c1ccccc1OC
-3 | COC(=O)COc1ccc(S(=O)(=O)NCc2cccnc2)cc1
-7 | O=C(c1ccc(F)cc1)N1CCC(c2ccccc2)C1 (stereo unspecified)
-15 | Cc1sc2ncnc(Oc3ccc(-n4ccnc4)cc3)c2c1C
-6 | Cc1ccc2c(c1)NC(=O)C(CC(=O)NCCN(CC(C)C)CC(C)C)O2 (stereo unspecified)
1 | O=C(Nc1ccc(C23CC4CC(CC(O)(C4)C2)C3)cc1)c1ccc(S(=O)(=O)N2CCOCC2)cc1
-14 | O=C1c2ccccc2C(=O)c2c1oc1c3c(ccc21)OCN(CCCN1CCOCC1)C3
5 | Cc1cc(NCCO)nc(N2CCOCC2)n1
-65 | CCc1ccc2cc(-c3ccccc3)cn2c1
147*! | OCCN1CCOCCN(CCO)CCN(CCO)CC1
1 | COC(=O)c1ccc(-n2ncnc2-c2cccc(Br)c2)cc1
-18 | COc1cc(Cl)c(C)cc1NC(=O)c1cn(-c2ccc(Cl)cc2)c(=O)c2ccccc12
-4 | Cc1cc2c(c(=O)n1Cc1cccnc1)C(c1ccc(F)cc1)C(C#N)=C(N)O2 (stereo unspecified)
-2 | CCc1c(C)[nH]c2ccccc2c1=O
0 | CCC(C)NC(=O)CSc1cc(=O)n(C)c2cc(Cl)ccc12 (stereo unspecified)
-6 | Cc1ccc2cc3cc(C(=O)NCCc4ccc(Cl)cc4)oc3nc2c1
-6 | CCCCCOC(=O)c1ccc(OC(=O)c2ccco2)cc1
-8 | Cc1cccc(NC(=O)C2CC(=O)OC23CCCCC3)c1 (stereo unspecified)
-11 | OC(COCC1CC=CCC1)Cn1c2ccccc2c2ccccc21 (stereo unspecified)
18 | O=[n+]1c2c(n([O-])c3cc(F)c(N4CCCC4)cc31)CCCC2

Continuation.
14-3-3 PPI | canonical_smiles
4 | CCOC(=O)N1CCN(C(=O)CSc2nnc(C3COc4ccccc4O3)o2)CC1 (stereo unspecified)
-6 | COc1ccc(S(=O)(=O)N2CCC(C(N)=O)(N3CCCCC3)CC2)cc1
-9 | CCc1nn(-c2ccccc2)c2nc(-c3cccc(OC)c3)c3cc(OC)c(OC)cc3c12
-3 | Cc1oc(C(=O)O)cc1CSCc1ccoc1C(=O)O
-1 | O=C1CCCN1c1cccc([N+](=O)[O-])c1
-10 | Cc1ccc2nc(-c3ccc(C)c(NC(=O)Cc4ccccc4)c3)oc2c1
-11 | CCC(C)NC(=O)CN1C(=O)CSc2ccc(S(=O)(=O)N3CCCCC3)cc21 (stereo unspecified)
4 | CC(C)(C)C1CCC(C2(O)C(=O)Nc3ccccc32)C(=O)C1 (stereo unspecified)
-4 | CCNc1oc(COc2ccccc2F)nc1C#N
-1 | Cc1ccc(Cl)cc1NC(=O)c1cc(-c2cccs2)nc2ccccc12
-3 | CC1C(c2ccccc2)N(C)CCC12NC(=O)NC2=O (stereo unspecified)
-1 | CCN1CCN(Cc2c(OC)ccc3ccccc23)CC1
-4 | CCCc1cc(C(=O)O)n(C)n1
-4 | CCn1c(SCC(=O)Nc2c(C)cccc2C)nnc1-c1cccnc1
3 | COc1cc2c(cc1OC)C(C(=O)N1CCN(c3ccccc3F)CC1)C(c1ccc(SC)cc1)N(C)C2=O (stereo unspecified)
-10 | CC(=O)c1ccc(N2C(=O)c3ccc(F)cc3C2=O)cc1
1 | Cc1cc(C(F)F)n2nc(C(=O)Nc3cccc(C(F)(F)F)c3)nc2n1
7 | CCOc1cccc(Oc2ccc(C(F)(F)F)cn2)c1
10 | O=c1c(NC2CC2)c(Br)cnn1-c1ccccc1
-1 | COc1cccc(-c2cc(C(F)(F)F)nc(-n3ccnc3C)n2)c1

15 compounds from above, sorted by length of the SMILES, rising:
14-3-3 PPI | canonical_smiles
-4 | CCCc1cc(C(=O)O)n(C)n1
-4 | CCNc1oc(COc2ccccc2F)nc1C#N
-1 | O=C1CCCN1c1cccc([N+](=O)[O-])c1
7 | CCOc1cccc(Oc2ccc(C(F)(F)F)cn2)c1
-3 | CC1C(c2ccccc2)N(C)CCC12NC(=O)NC2=O (stereo unspecified)
-10 | CC(=O)c1ccc(N2C(=O)c3ccc(F)cc3C2=O)cc1
-4 | CCn1c(SCC(=O)Nc2c(C)cccc2C)nnc1-c1cccnc1
-1 | COc1cccc(-c2cc(C(F)(F)F)nc(-n3ccnc3C)n2)c1
-1 | Cc1ccc(Cl)cc1NC(=O)c1cc(-c2cccs2)nc2ccccc12
18 | O=[n+]1c2c(n([O-])c3cc(F)c(N4CCCC4)cc31)CCCC2
1 | Cc1cc(C(F)F)n2nc(C(=O)Nc3cccc(C(F)(F)F)c3)nc2n1
4 | CCOC(=O)N1CCN(C(=O)CSc2nnc(C3COc4ccccc4O3)o2)CC1 (stereo unspecified)
-11 | CCC(C)NC(=O)CN1C(=O)CSc2ccc(S(=O)(=O)N3CCCCC3)cc21 (stereo unspecified)
-9 | CCc1nn(-c2ccccc2)c2nc(-c3cccc(OC)c3)c3cc(OC)c(OC)cc3c12
3 | COc1cc2c(cc1OC)C(C(=O)N1CCN(c3ccccc3F)CC1)C(c1ccc(SC)cc1)N(C)C2=O (stereo unspecified)

Carrying on.
14-3-3 PPI | canonical_smiles
-2 | CC(=O)NS(=O)(=O)c1ccccc1
3 | CC(=O)c1ccc2ccccc2c1OC(=O)c1cccs1
-6 | CCOc1ccccc1OCc1nn2c(-c3ccc(C)cc3)nnc2s1
-9 | Cc1cccc(NC(=O)c2ccc(F)c(S(=O)(=O)N3CCC(C)CC3)c2)c1
-7 | COC(=O)c1c(C(=O)NCc2ccccc2)ncn1CC(O)COc1ccccc1 (stereo unspecified)
7 | CCOc1ccc2[nH]c(=O)c(C(c3nnnn3C3CCCCC3)N3CCN(C)CC3)cc2c1 (stereo unspecified)
0 | CN1CCN(Cc2c(O)ccc3c(-c4ccccc4)cc(=O)oc23)CC1
-6 | CC(=O)c1ccc(Nc2ncnc3c2oc2ccccc23)cc1
0 | Cc1cc(C)n(C(=O)CSc2nc(-c3ccccc3)cc(C(F)(F)F)c2C#N)n1
3 | CC(=O)Nc1cc(S(=O)(=O)C(F)(F)F)ccc1Cl
-1 | CSc1nc2ccccc2c(=O)n1CC1COc2ccccc2O1 (stereo unspecified)
-3 | Cc1ccc(NC(=O)c2ccccc2Br)nc1
2 | Cc1noc(C)c1S(=O)(=O)NCc1ccc2c(c1)OCO2
-8 | O=C(CN1N=C(c2ccc(Cl)cc2)CCC1=O)NCCC1=CCCCC1
-20 | O=C1CCCC2=C1C(c1ccc([N+](=O)[O-])cc1)c1c(nc(SCc3ccccc3Cl)[nH]c1=O)N2 (stereo unspecified)
-7 | C=CCn1c(SCC(=O)Nc2ccccc2OC)nnc1-c1ccco1
-5 | N[C@@H](CS(=O)O)C(=O)O
1 | COc1ccc(C2NC(=S)NC(C)=C2C(=O)OC(C)C)cc1OC (stereo unspecified)
0 | Cc1nn(C(C)(C)C)c(OC(=O)COc2ccccc2)c1Sc1ccccc1
-5 | CC1CCN(c2nc3c(c(=O)[nH]c(=O)n3C)n2CCSc2nc3ccccc3o2)CC1
0 | CCc1c(C)c2ccc(O)c(CN(C)C)c2oc1=O
-1 | Cn1c2ccccc2c2c(C(=O)N3CCN(Cc4ccccc4)CC3)cn(C3CCCC3)c(=O)c21
-1 | CCOC(=O)N1CCN(C(=O)CSc2nc(-c3cccc(C)c3)ns2)CC1
